bCat KO growth: beta-catenin-lacking colon tumor cell growth suppression; viability, % at 10 µM; 1.5% of 140,000 active; AID 818; HCT116 beta-catenin knockout viability, CellTiter-Glo, 60 h; hits give low values;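 active means viability at or under a set limit, the compound median less 4 SD, cut at about 6% in these data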;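 further: 0% = Hyamine 1622 control at 20 µM and 100% = untreated cell control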
BB579 growth dn: reduces growth of yeast BB579 in restrictive medium | 0.51% of 140,000 active | S. cerevisiae BB579 growth, OD615, 48 h | inhibition, % at 10 µM | AID 804;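 active means inhibition above a set limit, 3 SD over the mean compound inhibition, cut at about 44% in these data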; further: inactives centre near -24
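Test system: Saccharomyces cerevisiae DeaD strain BB579, replicative lifespan model yeast | Buffer or medium: Restrictive CSMM-D medium | Doses: One dose, 10 µM compound with 0.25% DMSO | Incubation: 48 h exposure, 30 °C | Detection: Culture absorbance at 615 nm | Control set: Amphotericin B at 10 µg/mL as positive control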
MRP-1 activ: activators of MRP-1; H69AR cells + doxorubicin, viability rescue, CellTiter-Glo; viability increase, % at 10 µM; 0.61% of 140,000 active; AID 799;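 active means viability gain under doxorubicin at or above a set limit, the compound median plus 3 SD, cut at about 4.7% in these data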;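 further: MRP-1 overexpressing cells given doxorubicin 25 µM after compound pretreatment; 18-22 h compound pretreatment then 72 h with doxorubicin before readout; 0% = doxorubicin-only wells and 100% = vehicle-treated cells without doxorubicin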
HCT116 PTEN-null: PTEN-deleted cell growth suppression | 1.2% of 140,000 active | AID 827 | HCT116 PTEN-null viability, CellTiter-Glo, 60 h; hits give low values | viability, % at 10 µM;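 active means viability at or below a set limit, 4 SD under the median of all tested compounds, cut at about 3.7% in these data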;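 further: PTEN knockout HCT116 line with beta catenin targeted HCT116 as companion control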
GALR2 antag: antagonists of human galanin receptor 2 (GALR2) | GALR2-expressing cells, antagonist mode | 0.39% of 140,000 active | inhibition, % at 4 µM | AID 828; in the data active means inhibition above about 27%;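 further: cells stimulated with galanin 1-16 at roughly its EC80; 0% = agonist challenge control and 100% = basal control without agonist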
Target sequence (O43603 whole entry, looked up): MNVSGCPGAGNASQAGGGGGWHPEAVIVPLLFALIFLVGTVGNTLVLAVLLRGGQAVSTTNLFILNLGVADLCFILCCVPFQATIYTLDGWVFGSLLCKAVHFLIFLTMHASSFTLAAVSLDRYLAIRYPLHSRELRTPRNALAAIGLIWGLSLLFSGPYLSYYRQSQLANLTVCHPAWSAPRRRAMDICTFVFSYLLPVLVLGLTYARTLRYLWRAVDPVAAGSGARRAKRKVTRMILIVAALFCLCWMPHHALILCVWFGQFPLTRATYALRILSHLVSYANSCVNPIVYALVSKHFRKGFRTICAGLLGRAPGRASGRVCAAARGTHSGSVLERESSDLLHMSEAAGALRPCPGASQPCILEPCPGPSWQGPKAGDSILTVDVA
Yeast lifespan up: yeast lifespan extension | S. cerevisiae growth with nicotinamide, OD615; deaD strain in restrictive glucose medium | inhibition of the nicotinamide effect, % at 10 µM | 0.68% of 130,000 active;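 active means inhibition above a set limit, placed 3 SD over the median of all compounds, cut at about 26% in these data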;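 further: 0% = nicotinamide-treated wells and 100% = cells grown without nicotinamide; some compounds called inactive have numbers as strong as hits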
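Test system – modified budding yeast, DeaD strain · Compound – single dose 10 µM compound, 0.25% DMSO · Times – culture preincubation 4 h, compound exposure 48 h, both 30 °C · Detection – optical density (absorbance) at 615 nm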
Phagocyt inh: blocks phagocytosis by macrophages. J774A.1 macrophage IgG-bead phagocytosis, imaging. 0.07% of 110,000 active. AID 1029. inhibition, % at 5 µM;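 active means inhibition above the mean of the plate negative controls plus 5 SD, cut at about 13% in these data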;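 further: phagocytic index as fraction of beads internalized from green versus red external bead signal; plate controls were DMSO negative control for no effect and cytochalasin-D positive control for full effect; some results beyond the cut were filed as inactive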
Measles CPE: protection of cells from measles virus. Measles virus-infected cells, CPE protection, absorbance. protection (pct of control), % at 4 µM. 1.5% of 140,000 active; in the data active means protection mostly above about 24%, no sharp cut-off; inactive means mostly below about 26%; further: some compounds called inactive have numbers as strong as hits
E-sel TNF inh: TNF alpha driven E-selectin expression inhibition. HUVEC TNFa-induced E-selectin immunofluorescence, high content. inhibition, % at 2 µM. 0.71% of 120,000 active;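 active means inhibition above the batch mean plus 3 SD, and confirmed as a hit on visual image review, cut at about 43% in these data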;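 further: 0% = TNF-stimulated DMSO wells and 100% = unstimulated control wells; not every result past the cut was called active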
NPY-Y2 antag: antagonists of human neuropeptide Y receptor Y2; NPY-Y2 expressing cells, antagonist mode; inhibition, % at 2.7 µM; 0.99% of 140,000 active; AID 793; in the data active means inhibition above about 17%;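 further: 0% = vehicle with agonist challenge and 100% = reference antagonist with challenge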
Target sequence (P49146 whole entry, looked up): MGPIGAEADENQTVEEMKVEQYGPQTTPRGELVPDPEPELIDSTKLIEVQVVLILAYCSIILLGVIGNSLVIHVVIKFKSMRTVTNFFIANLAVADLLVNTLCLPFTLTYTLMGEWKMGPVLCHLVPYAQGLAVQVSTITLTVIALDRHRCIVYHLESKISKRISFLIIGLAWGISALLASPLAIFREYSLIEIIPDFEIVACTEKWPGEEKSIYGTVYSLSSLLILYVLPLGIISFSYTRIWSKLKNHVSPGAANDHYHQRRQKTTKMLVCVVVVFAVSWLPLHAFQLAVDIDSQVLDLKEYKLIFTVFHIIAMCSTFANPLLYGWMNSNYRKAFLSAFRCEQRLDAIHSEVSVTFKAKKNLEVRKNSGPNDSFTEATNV
Starred values were filed as active, the others as inactive; nt = no result given.

SMILES	bCat KO growth	BB579 growth dn	MRP-1 activ	HCT116 PTEN-null	GALR2 antag	Yeast lifespan up	Phagocyt inh	Measles CPE	E-sel TNF inh	NPY-Y2 antag
O=S(=O)(N/N=C1/CCCc2ccccc21)c1ccc(Br)cc1	88	-32	1.1	87	-7	nt	nt	25	-24	-1
CCOC(=O)C(=Nc1ccc(Cl)cc1)NO	89	-19	0.3	99	-4	0	-7	18	nt	-2
N#Cc1c(-c2ccccc2)[nH]c(=S)[nH]c1=O	95	-15	4.7*	92	2	-1	1	15	23	1
Cc1ccc(C)c(SCc2noc(C(=O)NC(C)C)c2C(=O)O)c1	102	-63	-1.3	96	-5	-1	nt	6	20	7
CC(C)Oc1ccc(N2C(=O)c3ccccc3C2=O)cc1	96	-52	-0.1	90	10	-9	-1	4	8	1
CCCC(c1nnnn1CS(=O)(=O)c1ccc(C)cc1)N1CCN(c2ccc(F)cc2)CC1 (configuration not stated)	83	-42	-0.8	66	-6	-10	0	7	3	4
COc1ccc(-c2nc(CSCC(=O)N3CCC(C(N)=O)CC3)c(C)o2)cc1OC	99	0	-2.8	111	-3	-4	0	27	nt	-1
Cc1ncc(CCl)c2c1OC(C)(C)OC2	100	-41	-6.2	96	3	nt	nt	2	-22	1
COc1ccccc1-n1cnnc1SCC(=O)Nc1cc(C(C)(C)C)nn1-c1ccccc1	81	-56	-0.9	78	2	7	0	11	-41	-1
C=C(C)CSCc1nc2ccccc2[nH]1	95	0	-3.3	97	12	-6	-1	6	-64	1
O=C(Nc1nccs1)c1cccc(NC(=O)c2ccco2)c1	81	-48	-1.0	85	-1	nt	nt	12	-22	0
CCSc1nnc(NC(=O)CSc2nnc(-c3c[nH]c4ccccc34)n2C)s1	93	-18	-2.2	100	9	-6	0	10	nt	1
C/C(=N\OCc1ccccc1)c1c(O)cc(C(C)C)n(-c2ccccc2)c1=O	84	-19	-0.7	93	-4	0	-3	9	nt	0
O=C1Nc2ccc(S(=O)(=O)N3CCCC3)c3cccc1c23	95	-17	-1.3	88	11	-6	-1	25	18	3
Cc1nc2ccccc2n1CCC(=O)Nc1cccc(F)c1	95	-11	-2.0	96	7	-2	1	4	20	2
O=C(NC(NCc1cccnc1)C(Cl)(Cl)Cl)c1cccc2ccccc12 (configuration not stated)	65	-20	-0.6	66	2	4	-5	1	nt	2
CCOC(=O)Cc1nnc(NC(=O)COc2ccc(OC)cc2)s1	92	-28	-1.3	96	-20	-9	0	23*	11	6
O=C(CSc1nnc(-c2ccco2)n1Cc1ccco1)Nc1ccccc1	94	-19	-0.1	95	12	-8	-4	5	1	1
O=C(NCc1ccco1)c1cc2c(s1)CCCCC2	71	-20	-1.8	74	-7	-9	1	4	3	1
O=C(O)CCc1ccc(-c2ccccc2)n1Cc1ccco1	116	22	2.4	102	-5	-17	0	22	17	5

Reformatted as labelled records: part of the list above
O=C(O)CCc1ccc(-c2ccccc2)n1Cc1ccco1
  bCat KO growth: 116; BB579 growth dn: 22; MRP-1 activ: 2.4; HCT116 PTEN-null: 102; GALR2 antag: -5; Yeast lifespan up: -17; Phagocyt inh: 0; Measles CPE: 22; E-sel TNF inh: 17; NPY-Y2 antag: 5
Cc1nc2ccccc2n1CCC(=O)Nc1cccc(F)c1
  bCat KO growth: 95; BB579 growth dn: -11; MRP-1 activ: -2.0; HCT116 PTEN-null: 96; GALR2 antag: 7; Yeast lifespan up: -2; Phagocyt inh: 1; Measles CPE: 4; E-sel TNF inh: 20; NPY-Y2 antag: 2

(cont.)
SMILES	bCat KO growth	BB579 growth dn	MRP-1 activ	HCT116 PTEN-null	GALR2 antag	Yeast lifespan up	Phagocyt inh	Measles CPE	E-sel TNF inh	NPY-Y2 antag
COc1ccc(Cn2c(N)c(S(=O)(=O)c3cccs3)c3nc4ccccc4nc32)cc1	103	-55	-1.1	102	-6	-3	0	nt	17	0
CCNC(=S)NNC(=O)c1cc(-c2ccc(OCC)cc2)nc2ccccc12	39	-4	-1.4	34	3	-10	nt	22	-17	8
N#C/C(=C\c1cccs1)C(=O)NCC1CCCO1 (configuration not stated)	95	-49	-0.8	101	2	-9	nt	46	-15	-2
O=C(CCc1ccccc1)N1CCN(c2ccccn2)CC1	97	-33	0.2	98	5	2	-1	23	nt	3
CC(=O)N1CCC(C(=O)Nc2ccccc2)(N(Cc2ccccc2)C(=O)c2cccnc2)CC1	93	-35	-0.6	82	11	2	0	29	-10	2
Cc1ccc2c(Cl)cc(Cl)c(OCC(=O)Nc3cccc(S(N)(=O)=O)c3)c2n1	84	-35	-2.6	92	5	2	3	15	-7	3
N#Cc1cc2cc3c(cc2nc1N1CCOCC1)OCO3	87	-30	-1.7	77	-4	-7	-1	3	nt	2
N#C/C(=C/c1ccc(Sc2nc3ccccc3[nH]2)o1)c1cccc(F)c1	75	-20	-4.2	69	-16	-5	1	16	9	6
CCOC(=O)CC1C(=O)NCCN1S(=O)(=O)c1ccccc1Cl (configuration not stated)	95	-31	-2.8	117	-1	-14	nt	6	-23	-1
O=c1c2ccccc2nc2n1CCS2	87	-21	-1.2	94	9	-5	-1	8	-70	0
CCN(CC)CCNC(=O)C1c2ccccc2C(=O)N(C)C1c1cn(C)c2ccccc12 (configuration not stated)	88	-18	-3.5	96	3	0	-4	5	-15	4
CCOC(=O)N1CCN(C(=O)c2ccc(CNS(=O)(=O)c3ccc(C)cc3)cc2)CC1	104	-23	-2.9	99	1	-4	0	10	36	-1
O=C(NCC1CCS(=O)(=O)C1)Oc1ccccc1 (configuration not stated)	82	1	-1.0	87	2	-14	0	3	nt	1
COc1cc(C(=O)Oc2ccccc2/C=N/NC(=O)c2ccc(Cl)cc2Cl)cc(OC)c1OC	2.7*	-53	-1.4	2.4*	-4	-4	0	37	nt	5
CS(=O)(=O)N(CCc1ccccc1)CC(=O)NCc1ccccn1	95	-23	-0.8	95	-2	-9	0	3	-37	1
N#CC(C(=O)c1ccc(S(=O)(=O)N2CCCCCC2)cc1)c1nc2ccccc2[nH]1 (configuration not stated)	66	-14	-4.8	73	0	-13	0	3	-14	-1
Cc1cc(N)c(C)c([N+](=O)[O-])c1C	90	1	-0.6	101	-1	-7	-1	28	32	1
CCOc1ccccc1-n1c(SCC(=O)NC2CCCC2)nnc1-c1ccoc1C	90	-42	-2.1	89	-2	-2	-1	11	-5	11
O=C(OCn1nnc2ccccc2c1=O)c1ccc2ncsc2c1	95	-40	0.5	95	0	-7	1	5	5	2
CC(C)Oc1ccc(C(CC(=O)O)NC(=O)C2CCCCC2)cc1 (configuration not stated)	96	-38	0.1	87	-16	-10	-2	46	nt	1
CC12C(=O)N(c3cccc(OC(=O)c4ccco4)c3)C(=O)C1C1c3ccccc3C2c2ccccc21 (configuration not stated)	70	-43	-2.1	76	-1	0	0	41	2	1
CC(Oc1ccc(Cl)cc1Cl)C(=O)NCCN1CCOCC1 (configuration not stated)	95	-59	-0.6	100	-24	3	1	23	-2	1
COc1ccc(N(C(C)C(=O)N/N=C/c2ccc(OC(C)C)cc2)S(C)(=O)=O)cc1 (configuration not stated)	96	-4	-2.0	103	-3	-13	nt	4	34	1
COc1ccccc1NC(=S)N/N=C/c1ccc(O)cc1	79	-26	0.1	82	-9	0	-2	10	nt	2
CC(=O)N1CCc2ccc(C(=O)CN3CCN(c4cccc(C)c4C)CC3)cc21	66	-46	-4.5	74	-2	-5	nt	3	nt	6
Cc1ccc2[nH]c(=O)c(CN(CCCO)S(=O)(=O)c3c(C)ccc4nsnc34)cc2c1	100	-24	-2.0	92	0	-10	0	8	-12	7
Cn1c(SCC(=O)Nc2sc3c(c2C#N)CCC3)nnc1C1COc2ccccc2O1 (configuration not stated)	97	-38	-0.2	103	10	-5	-4	26	20	9
CC1=NN(C(=O)c2ccc(Cn3nc(C)c([N+](=O)[O-])c3C)cc2)C(O)(C(F)(F)F)C1 (configuration not stated)	63	-32	1.6	91	0	-5	-1	16	-16	0
COc1ccccc1-c1ccc(=O)n(CC(=O)NCc2ccc3c(c2)OCO3)n1	104	-8	0.5	98	5	-7	-1	9	-2	9
N#C/C(=C\C1=C(N2CCOCC2)C(=C/c2cccc([N+](=O)[O-])c2)/CC1)C(=O)Nc1ccccc1F	62	-56	-4.1	63	-10	6	4	7	6	0
O=C(c1ccco1)N1CCN(CC(=O)N2CCCc3c2c(=O)oc2ccc(O)cc32)CC1	101	-4	-0.2	106	-4	8	-1	14	nt	-2
Cc1nn(-c2ccccc2)c2[nH]c(=O)c(CNc3ccc4c(c3)OCCO4)cc12	84	-23	-1.4	93	0	18	-4	nt	-4	2
Nc1[nH]nc2nc(N3CCCC3)nc(-c3ccccc3)c12	88	-38	-1.4	90	16	53	1	8	-19	0
O=C(NNC(=O)C1CC2CCC1C2)c1ccccc1 (configuration not stated)	95	-7	2.0	89	5	-2	nt	10	nt	2
O=C(CCN1C(=O)C2C3C=CC(C3)C2C1=O)N1CCN(c2ccccn2)CC1 (configuration not stated)	102	-32	0.8	105	-2	nt	nt	3	-69	0
COc1cc(-c2ccccc2)nc2ccccc12	83	-57	-4.0	87	5	nt	nt	8	-3	3
Cc1nn(-c2nc3ccccc3s2)c(N)c1Sc1ccc(F)cc1	32	-18	-3.1	15	19	6	-3	11	19	0
COc1ccc(Cc2nnc(SCC(=O)NC3CCCC3)o2)cc1	86	8	-0.2	103	10	nt	nt	9	54*	1

Structures listed so far containing a Cl atom (7):
SMILES	bCat KO growth	BB579 growth dn	MRP-1 activ	HCT116 PTEN-null	GALR2 antag	Yeast lifespan up	Phagocyt inh	Measles CPE	E-sel TNF inh	NPY-Y2 antag
CCOC(=O)C(=Nc1ccc(Cl)cc1)NO	89	-19	0.3	99	-4	0	-7	18	nt	-2
Cc1ncc(CCl)c2c1OC(C)(C)OC2	100	-41	-6.2	96	3	nt	nt	2	-22	1
O=C(NC(NCc1cccnc1)C(Cl)(Cl)Cl)c1cccc2ccccc12 (configuration not stated)	65	-20	-0.6	66	2	4	-5	1	nt	2
Cc1ccc2c(Cl)cc(Cl)c(OCC(=O)Nc3cccc(S(N)(=O)=O)c3)c2n1	84	-35	-2.6	92	5	2	3	15	-7	3
CCOC(=O)CC1C(=O)NCCN1S(=O)(=O)c1ccccc1Cl (configuration not stated)	95	-31	-2.8	117	-1	-14	nt	6	-23	-1
COc1cc(C(=O)Oc2ccccc2/C=N/NC(=O)c2ccc(Cl)cc2Cl)cc(OC)c1OC	2.7*	-53	-1.4	2.4*	-4	-4	0	37	nt	5
CC(Oc1ccc(Cl)cc1Cl)C(=O)NCCN1CCOCC1 (configuration not stated)	95	-59	-0.6	100	-24	3	1	23	-2	1

Compound activity from PubChem BioAssay.
